SENP8 block – blocks human SENP8 cleavage of Nedd8 substrate; Q96LD8; recombinant SENP8, Nedd8 substrate fluorescence; inhibition, % at 20 µM; 360,000 compounds, 0.64% hits; AID 602440; in the data active means inhibition mostly above about 40%, no sharp cut-off; inactive means mostly below about 27%
Target sequence (Q96LD8 whole entry, looked up): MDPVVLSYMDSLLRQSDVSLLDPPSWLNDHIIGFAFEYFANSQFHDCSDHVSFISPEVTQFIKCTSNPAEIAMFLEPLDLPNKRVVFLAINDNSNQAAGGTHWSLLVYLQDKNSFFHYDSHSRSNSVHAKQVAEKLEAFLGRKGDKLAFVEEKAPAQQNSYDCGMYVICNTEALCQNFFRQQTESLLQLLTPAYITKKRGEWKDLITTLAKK
SENP1 FRET inh – blocks the human SENP1 SUMO protease catalytic domain | Q9P0U3 | recombinant SENP1 catalytic domain, CyPet-SUMO1-YPet FRET cleavage | inhibition, % at 10 µM | 360,000 compounds, 0.21% hits | AID 624204;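 active means inhibition at least 30% at 10 µM, raw YFP signal under a set limit, fluorescence ratio 0.5 to 1.5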;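 further: 0% = enzyme with DMSO and 100% = no enzyme wells; some results filed as inactive read as strong as hits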
Target sequence (Q9P0U3 419-644 limits assumed): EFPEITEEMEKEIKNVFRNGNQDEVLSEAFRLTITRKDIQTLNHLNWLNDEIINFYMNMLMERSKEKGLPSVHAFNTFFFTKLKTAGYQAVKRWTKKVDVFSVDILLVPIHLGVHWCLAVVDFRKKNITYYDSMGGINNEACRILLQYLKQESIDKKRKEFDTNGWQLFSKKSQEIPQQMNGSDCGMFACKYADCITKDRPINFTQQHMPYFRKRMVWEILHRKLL
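Assay system – human recombinant His6-tagged SENP1 catalytic domain enzyme · Input – SENP1 enzyme, 20 pM final · Buffer or medium – Tris pH 8 buffer plus EDTA, NaCl, BME, BSA, NP40, catalase · Schedule – 50 min reaction at room temperature · Technique – FRET read of cyan and yellow fluorescence · Control set – no-enzyme wells low, DMSO-plus-enzyme wells high control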
An asterisk follows results filed as active; i = inactive. Some of the compounds tested; the hit share may differ from the screen's.

smiles,SENP8 block,SENP1 FRET inh
CCCCn1nnnc1C1(C)CCC(=O)N1CCOC (stereo not drawn),16,0
Cc1ccc(S(=O)(=O)N2C[C@H]3C(=O)C[C@@H](c4ccccc4)N(S(=O)(=O)c4ccc(C)cc4)[C@H]3C[C@H]2c2ccccc2Cl)cc1,15,3
Cc1cccc(C(O)c2ncc(-c3ccccc3)[nH]2)c1C (stereo not drawn),18,-2
CCOc1ccc(CCNS(=O)(=O)c2c(C)nc3sccn3c2=O)cc1OCC,-5,-1
CCCCn1nnnc1C1(C)CCC(=O)N1Cc1ccco1 (stereo not drawn),18,2
Cc1c(C(=O)NCc2ccc([N+](=O)[O-])cc2)sc(=O)n1Cc1ccc(-c2ccccc2)cc1,2,-6
COc1ccc(C(N)c2csc(NC(=O)Nc3ccccc3C(C)(C)C)n2)cc1 (stereo not drawn),9,2
CCN(CC)c1ncnc2c1ncn2[C@H]1CN(Cc2ccc(Cl)cc2)C[C@@H](CO)O1,13,4
CC(=O)Nc1cccc(-c2csc(C(C)(O)c3cccc(F)c3)n2)c1 (stereo not drawn),-10,1
Cc1cccc(C)c1C(O)c1ncc(-c2cccc3ccccc23)[nH]1 (stereo not drawn),-443,0
Cn1nc(C(C)(C)C)cc1C(=O)N1CCCCC1c1cc(C(=O)NCc2ccc(F)cc2)no1 (stereo not drawn),13,0
OC[C@@H]1CN(CCN2CCOCC2)C[C@H](n2cnc3c(NC4CC4)ncnc32)O1,13,1
COc1cccc(-c2ccc(CN3C(C)C(=O)N(Cc4cn(Cc5ccco5)nn4)CCS3(=O)=O)cc2)c1OC (stereo not drawn),15,-3
CCCNC(=O)c1cc(C2CCCCN2C(=O)c2cccs2)on1 (stereo not drawn),10,-1
Cc1noc(C)c1-c1ccc(C(=O)NCCN2CCOCC2)c2occc12,-31,0
CCCCNC(=O)C[C@@H]1C[C@@]2(C(=O)OC)CC(C)(C)CC=C2N(Cc2ccc3c(c2)OCO3)C1=O,35,1
Nc1[nH]c(C(=O)c2ccccc2)c(-c2ccccc2C(F)(F)F)c1C(=O)NCCc1c[nH]c2ccccc12,8,-4
COc1ccccc1Cc1c(-c2ccc(C#N)cc2)nc2c(Cl)cc(C(F)(F)F)cn12,-298,-17
Cn1nc(-c2ccccc2)cc1NC(=O)[C@@H]1O[C@H](CO)[C@H](O)[C@H](O)[C@H]1O,19,2
COc1ccc(-c2cc(NC=O)c3ncc(-c4cccc(OC)c4)n3c2)cc1,-356,-17
CCc1nc2ccc(C(=O)NCCOc3ccc(OC)cc3)cn2c1N(C)C(=O)COc1ccccc1,-34,2
Cc1cn([C@H]2C[C@H](O)[C@@H](/C=C/C(=O)NCCc3ccc(S(N)(=O)=O)cc3)O2)c(=O)[nH]c1=O,15,-4
CCNC(=O)C1(C)CCCN(Cc2cccc3c2OCCO3)C1 (stereo not drawn),-5,1
O=C(Nc1ccc(F)c(Cl)c1)C1Cc2c(-c3cccc(F)c3)ccnc2O1 (stereo not drawn),30,0
CC(C)(C)NC(=O)C(c1cc2ccccc2o1)n1c(=O)c(-c2ccco2)nc2ccccc21 (stereo not drawn),-421,-60
O=S1(=O)N[C@H](Cc2ccccc2)COc2cc(N3CCN(Cc4ccccc4F)CC3)ccc21,-1,-2
NC(=O)c1cccc(-c2ccnc3c2CC(C(=O)NCc2ccccc2)O3)c1 (stereo not drawn),3,-2
c1cc(-c2ccc3nncn3c2)ccc1CN1CCOCC1,-20,-2
CCCCC(=O)N(C)c1c(C)nc2ccc(C(=O)N(CC)CCN(C)C)cn12,-7,-1
C=CCNc1nc(NCc2ccc(N(C)C)cc2)c2sc(-c3ccccc3)cc2n1,-173,-9
CCc1nc2c(OCC(N)=O)cccn2c1N(C)C(=O)C(C)C,6,-1
CC1=C(C(=O)N2CCCCCC2)CC(CC(=O)NCC2CCCCC2)C(=O)N1Cc1ccccc1 (stereo not drawn),14,-2
CC1(Oc2ccc(F)cc2)CCN(Cc2ccccc2OC(F)F)C1 (stereo not drawn),15,-1
Nc1nc2c(ncn2[C@@H]2O[C@H](CNCc3cnc(N4CCOCC4)s3)[C@@H](O)[C@H]2O)c(=O)[nH]1,20,0
O=C(NC1CCCCC1)C(CCc1ccccc1)N1CCOCC1 (stereo not drawn),16,1
CC(C)(C)c1ccc(S(=O)(=O)Nc2ccc(C(O)(C(F)(F)F)C(F)(F)F)cc2)cc1,9,1
CCc1nc2ccc(C(=O)Nc3cccc(OCC(=O)N(C)C)c3)cn2c1N(CC)CCN(C)C,7,-13
O=C(C[C@H]1CC[C@@H]2[C@H](COC[C@@H](O)CN2Cc2ccc(Cl)cc2)O1)NCCc1ccccc1,30,2
Cc1c(C(=O)NCCN(C)C)n(C)c(=O)c2ccccc12,-43,-1
CCc1ccc(C(O)c2ncc(-c3ccccc3C(F)(F)F)[nH]2)cc1 (stereo not drawn),-81,-2
CN1CCN(c2ccc(CNC[C@H]3O[C@@H](n4cnc5c(=O)[nH]c(N)nc54)[C@H](O)[C@@H]3O)c(F)c2)CC1,12,-2
CC1(Oc2ccc3ccccc3c2)CCN(Cc2cccn2-c2nccs2)C1 (stereo not drawn),6,-1
CCC(=O)N1CCC1(C)C(=O)Nc1cccc2c1CCCC2 (stereo not drawn),14,2
O=C(NCc1ccccc1)C(c1ccccc1F)n1c(=O)c(-c2ccccc2)nc2ccccc21 (stereo not drawn),-396,-4
Cc1ccc(S(=O)(=O)N2C[C@H]3C(=O)C[C@@H](c4ccccc4)N(S(=O)(=O)c4ccc(Br)cc4)[C@H]3C[C@H]2c2ccccc2)cc1,7,4
Cc1[nH]ncc1Nc1c(C(C)C)cccc1C(C)C,14,2
CC(=O)Nc1ccc(CNc2nc3cc(-c4ccccc4C)sc3c(=O)n2C)cc1,-418,2
C#CCNC(=O)c1cc(-c2ccccc2)sc1N,-73,6
Cc1nc2c(OCc3ccc(C(F)(F)F)cc3)cccn2c1N(C)Cc1cccs1,-11,-30
COC(=O)C[C@@H]1C=C[C@H](NS(=O)(=O)c2cccc(F)c2)[C@@H](CO)O1,-4,3
COC(=O)[C@@]1(Cc2ccc(F)cc2)[C@H]2c3cc(C(=O)N(C)C)n(Cc4cc(C)n(C)n4)c3C[C@H]2CN1C(=O)c1ccccc1,2,0
O=C(NCCCn1ccnc1)c1[nH]c(C(F)(F)F)nc1-c1ccccc1,8,2
COc1cc(NC(=O)Nc2nnc([C@@H]3C[C@H](O)[C@@H](CO)O3)s2)cc(OC)c1OC,4,1
COC(=O)C1CCN(C2CN(Cc3ccc(C)cc3)S(=O)(=O)C2)CC1 (stereo not drawn),12,-2
CC(C)C[C@@H]1CN(CCCC[C@H]2CNC(=O)C(=O)N2CCC2CCCCC2)C(=O)C(=O)N1CCC1CCCCC1,29,6
CCOC(=O)[C@]12CCCC=C1N(Cc1ccc(Cl)cc1Cl)C(=O)[C@H](CC(=O)N1CCC(c3ccccc3)CC1)C2,11,3
CN1CCN(c2ccc(CNC(=O)C3(C)Cc4c(-c5ccc6c(c5)OCO6)ccnc4O3)cc2)CC1 (stereo not drawn),-38,-2
Cc1nc(NC(=O)c2ccccc2)sc1-c1cc(C(=O)NCCO)nn1Cc1ccccc1,-23,2
Fc1cccc(Cc2c(-c3ccc(Cl)cc3)nc3c(Cl)cc(C(F)(F)F)cn23)c1,-373,0
O=C(NCc1ccccc1)C1C(c2ccc3c(c2)OCO3)=Nc2ccccc2N1C(=O)c1ccco1 (stereo not drawn),-118,3

Compound profiles, as listed above:
`Cc1cn([C@H]2C[C@H](O)[C@@H](/C=C/C(=O)NCCc3ccc(S(N)(=O)=O)cc3)O2)c(=O)[nH]c1=O` is entered as SENP8 block: 15; SENP1 FRET inh: -4
`COc1cc(NC(=O)Nc2nnc([C@@H]3C[C@H](O)[C@@H](CO)O3)s2)cc(OC)c1OC` is entered as SENP8 block: 4; SENP1 FRET inh: 1

Later entries
smiles,SENP8 block,SENP1 FRET inh
COc1ccc(OC)c(N2C(=O)c3ccccc3C2c2nnnn2-c2ccc3c(c2)OCCO3)c1 (stereo not drawn),8,2
Cc1cn([C@H]2C[C@H](O)[C@@H](/C=C/C(=O)NCCc3cccs3)O2)c(=O)[nH]c1=O,25,0
COc1cccc(-c2ccc3c(c2)N(Cc2ccccc2OC)C(=O)C(C)S3)c1 (stereo not drawn),0,0
CCN(CC)C(=O)c1ccc2sc([C@@H]3O[C@H](CO)[C@H](O)[C@H](O)[C@H]3O)nc2c1,18,1
C[C@@H](c1ccccc1)N1C[C@H](COCc2ccccc2)Oc2cc(N3CC[C@@H](O)C3)ccc2S1(=O)=O,18,1
CCCCCNC(=O)C(c1ccnc2ccccc12)n1c(=O)c(-c2cc3ccccc3[nH]2)nc2ccccc21 (stereo not drawn),-418,-19
Cc1cc(C(O)c2ncc(-c3ccc(Oc4ccccc4)cc3)[nH]2)ccc1F (stereo not drawn),23,-1
CCCS(=O)(=O)NC(=O)C1(C)CCCN(C(=O)c2oc3ccccc3c2C)C1 (stereo not drawn),-53,2
CC1=C(C(=O)N(C(C)C)C(C)C)CC(CC(=O)NCCCN(C)C)C(=O)N1Cc1ccc(F)cc1 (stereo not drawn),15,1
COc1cccc(CN2CCN(C(=O)[C@H]3O[C@@H](n4cnc5c(N)ncnc54)[C@H](O)[C@@H]3O)CC2=O)c1,16,1
CN(C)c1ccc(-c2csc(C(O)c3ccccc3)n2)cc1 (stereo not drawn),-26,0
CN(C)c1ccc(-c2ccnc3c2CC(C)(C(=O)Nc2ccc(Cl)c(C(F)(F)F)c2)O3)cc1 (stereo not drawn),-487,-3
CC1(c2nnnn2Cc2ccccc2)CCC(=O)N1Cc1cccc(C(F)(F)F)c1 (stereo not drawn),16,0
COCCCN1C(=O)C(CC(=O)NCCCN(C)C)CC(C(=O)N2CCCCCC2)=C1C (stereo not drawn),11,-2
O=C(CN1CCCC1)Nc1nc(-c2ccc(Cl)cc2)cs1,15,-1
O=C(Nc1cccc(S(=O)(=O)C(F)(F)F)c1)[C@H]1C[C@H](O)[C@@H](CO)O1,14,0
N#Cc1ccc(Nc2nc(-c3ccccc3)c(C(=O)c3ccccc3)s2)cc1,-84,-66
CN1CCCN(c2cc(-c3ccc4ccccc4c3)nc3ccnn23)CC1,i,-28
Cn1c(=O)c2cc(NC(=O)NCCc3ccccc3)ccc2n1Cc1cccc(C(F)(F)F)c1,-471,0
C(=C\c1ccccc1)/CN1CCN(C(c2ccnc3ccccc23)c2nnnn2-c2ccc3c(c2)OCCO3)CC1 (stereo not drawn),-12,-2
O=C(NCc1ccccc1)C1C(c2ccccc2)=Nc2ccccc2N1C(=O)c1ccncc1 (stereo not drawn),4,8
S=C(NCCCc1cnc[nH]1)NCCCN(Cc1ccc(Cl)c(Cl)c1)c1ccc(Br)cn1,12,1
COc1ccccc1CN1C(=O)C(Cc2ccccc2)ON=C1c1ncccc1C (stereo not drawn),-2,4
CCCC[C@@H]1CNC(=O)C(=O)N1CCCC,10,16
CC(C)C[C@H]1CN([C@@H](Cc2ccccc2)CN2CCC[C@@H]2CN2C(=O)C(=O)NC[C@@H]2Cc2ccc(O)cc2)C(=O)C(=O)N1CC1CCCCCC1,-1,-1
Cc1cc(C)c(NC(=O)C2C(=O)Nc3ccccc3C(=O)N2C(C)(C)C)c(C)c1 (stereo not drawn),-69,0
Cc1ccc(S(=O)(=O)NC(=O)C2(C)CCN2C(=O)Cc2ccc(Cl)cc2Cl)nc1 (stereo not drawn),13,0
CC(=O)Nc1ccc(CN(C)c2c(C)nc3ccc(C(=O)N(C)Cc4ccco4)cn23)cc1,-2,-16
Fc1ccc(-c2nc3ccc(Cl)cn3c2Cc2cccc(F)c2)cc1,-185,10
CC(C)Nc1ncnc2c1ncn2[C@H]1CN(Cc2ccco2)C[C@@H](CO)O1,0,0

A different layout for part of the listing above:
Fields – SENP8 block	SENP1 FRET inh
Cc1cc(C(O)c2ncc(-c3ccc(Oc4ccccc4)cc3)[nH]2)ccc1F (stereo not drawn)
→ 23	-1
CN1CCCN(c2cc(-c3ccc4ccccc4c3)nc3ccnn23)CC1
→ i	-28
Cc1ccc(S(=O)(=O)NC(=O)C2(C)CCN2C(=O)Cc2ccc(Cl)cc2Cl)nc1 (stereo not drawn)
→ 13	0

Further records follow.
smiles,SENP8 block,SENP1 FRET inh
O=C(C(=O)N1CCN(c2ccccc2)CC1)c1ccc2c(c1)OCO2,17,1
Cc1ccc(S(=O)(=O)Nc2ccccc2O)cc1,19,3
COC(=O)C[C@@H]1OC[C@H](CO)N1S(=O)(=O)c1ccc(C)cc1,20,2
O=C(C(=O)N1CCN(c2ccncc2)CC1)c1cccc(Br)c1,26,2
O=C(NC(c1ccccc1)c1ccc2ccccc2n1)C1CCN(CCOc2ccc(Cl)cc2Cl)CC1 (stereo not drawn),-6,-7
OC[C@H]1O[C@@H](c2nc(-c3ccccc3Br)no2)[C@H](O)[C@@H](O)[C@H]1O,17,0
CC(=O)Nc1cc(-c2cccc(F)c2)cn2c(-c3ccc(F)c(Cl)c3)cnc12,-302,-14
CCCS(=O)(=O)NC(=O)C1(C)CCCN(C(=O)c2ccc(OC)cc2OC)C1 (stereo not drawn),16,2
CCCCNC(=O)C1(C)CCN1C(=O)c1cc(-c2ccccc2)cs1 (stereo not drawn),28,2

Screening results as filed in PubChem.
